Screening data (PubChem)
FXIa inh: human FXIa protease inhibitors, primary screen, biochemical, 1536-well. Coagulation factor XI (Homo sapiens), P03951. purified FXIa, Boc-Glu-Ala-Arg-AMC fluorogenic substrate. inhibition, % at 5 µM. 0.14% of 220,000 active;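 active = inhibition of at least 40%; inactive = inhibition below 40%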;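 note: fluorescence of freed AMC excited at 355 nm; 0% = enzyme without compound and 100% = no enzyme blank; many of its hits are not listed in these tables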
Calpain2 inh: inhibitors of pig calpain II, primary screen, biochemical, fluorogenic peptide substrate, 1536-well; purified calpain II, 30 min; inhibition, % at 16 µM; 0.37% of 220,000 active;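 active = inhibition above about 50%, limit read from the data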
hK5 inh: human KLK5 protease inhibitors, primary screen, biochemical, 1536-well | Kallikrein-5 (Homo sapiens), Q9Y337 | recombinant hK5, fluorogenic AMC substrate cleavage | inhibition, % at 5 µM | 0.59% of 210,000 active;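 active = inhibition of 40% or more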;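 note: 0% = enzyme controls without compound and 100% = no-enzyme blanks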
Furin inh: human furin inhibitors, primary screen, biochemical, fluorescence intensity | inhibition, % at 30 µM | purified furin, fluorogenic substrate cleavage | P09958 | AID 463115, 2010 | 0.061% of 220,000 active; in the data active = inhibition above about 25%; note: inactives centre near -15
Target sequence (P09958 108-714 limits assumed): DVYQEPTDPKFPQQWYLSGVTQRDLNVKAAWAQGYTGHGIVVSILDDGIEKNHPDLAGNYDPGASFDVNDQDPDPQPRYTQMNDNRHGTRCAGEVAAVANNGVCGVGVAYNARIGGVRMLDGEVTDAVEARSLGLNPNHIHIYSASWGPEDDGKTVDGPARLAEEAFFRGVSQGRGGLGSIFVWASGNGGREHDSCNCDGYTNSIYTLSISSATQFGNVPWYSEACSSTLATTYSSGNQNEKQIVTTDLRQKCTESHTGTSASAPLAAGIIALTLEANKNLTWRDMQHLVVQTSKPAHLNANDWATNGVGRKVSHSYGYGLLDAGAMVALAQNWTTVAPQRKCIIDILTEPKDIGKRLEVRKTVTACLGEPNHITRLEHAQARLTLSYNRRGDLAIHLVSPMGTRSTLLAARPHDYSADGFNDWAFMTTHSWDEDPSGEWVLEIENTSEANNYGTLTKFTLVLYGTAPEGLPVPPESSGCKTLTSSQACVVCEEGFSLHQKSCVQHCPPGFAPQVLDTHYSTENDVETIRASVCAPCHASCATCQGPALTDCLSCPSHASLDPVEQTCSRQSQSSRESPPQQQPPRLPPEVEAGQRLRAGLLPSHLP
Rad51 HR inh: human RAD51 strand exchange inhibitors, primary screen, biochemical, fluorescence. DNA repair protein RAD51 homolog 1 (Homo sapiens), Q06609. hRad51 DNA strand exchange, fluorescence dequenching. inhibition, % at 10 µM. 0.085% of 200,000 active. AID 1385, 2008;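 active = inhibition above 40% at the single screening dose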;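 note: 0% = DMSO control wells and 100% = blanks with heterologous ssDNA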
Target sequence (Q06609 whole entry, looked up): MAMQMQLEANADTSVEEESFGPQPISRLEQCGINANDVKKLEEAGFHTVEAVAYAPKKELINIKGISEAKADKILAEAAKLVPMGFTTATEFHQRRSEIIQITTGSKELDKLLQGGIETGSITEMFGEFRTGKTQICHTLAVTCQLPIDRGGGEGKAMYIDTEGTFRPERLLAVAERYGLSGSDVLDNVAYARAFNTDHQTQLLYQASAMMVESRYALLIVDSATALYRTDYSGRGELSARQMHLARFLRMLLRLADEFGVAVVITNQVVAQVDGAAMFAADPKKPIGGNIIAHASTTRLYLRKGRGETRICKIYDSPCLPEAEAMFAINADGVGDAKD
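Test system: preformed human Rad51 ssDNA filaments; also added: Donor/quencher-labelled 47-bp dsDNA substrate; doses: 10 µM final, single point; times: 37 °C 15-min filament assembly, 30-min compound preincubation, 15-min exchange; detection: FRET fluorescence dequenching, excitation 485 nm, emission 520 nm; read-out basis: Fluorescence-based percent inhibition, control- and blank-normalised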
FXIIa inh 1536: human FXIIa protease inhibitors, primary screen, biochemical, 1536-well | 0.3% of 220,000 active | purified FXIIa, Boc-QGR-AMC fluorogenic substrate, 2 h | inhibition, % at 5 µM | AID 800, 2007 | Coagulation factor XII (Homo sapiens), P00748; in the data active = inhibition above about 40%;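 note: 0% = enzyme with no compound and 100% = blank without enzyme; many of its hits are not listed in these tables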
thrombin 1536: human alpha-thrombin inhibitors, primary screen, counter-screen for coagulation protease inhibitor project, biochemical, 1536-well, fluorogenic AMC substrate | AID 1046, 2008 | Prothrombin (Homo sapiens), P00734 | Boc-VPR-AMC fluorogenic substrate cleavage | 0.26% of 220,000 active | inhibition, % at 5 µM;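 active = inhibition at or above 40%; inactive = inhibition below 40%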;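 note: 0% = enzyme with no compound and 100% = wells without enzyme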
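System – human alpha-thrombin · Medium – pH 7.5 Tris (50 mM) with NaCl 150 mM, Tween 20 0.05% · Compound – single-point dosing at 5 µM, 0.2% DMSO · Incubation – enzyme reaction carried out at room temperature · Technique – fluorescence of released AMC, ex 355 nm, em 460 nm · Read-out basis – % inhibition of thrombin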
PERK inh: block of dimerizer-induced PERK translation repression, primary screen, PERK inhibitor project, CHO PERK-DD cells, SEAP luminescence, HTS. Eukaryotic translation initiation factor 2-alpha kinase 3 (Homo sapiens), Q9NZJ5. CHO PERK-DD fusion, SEAP luminescence translation reporter. inhibition, % at 5.6 µM. 0.17% of 220,000 active;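 active = inhibition above the mean inhibition of all tested compounds plus 3 SD, set separately per screening campaign, cut at about 2.9% in these data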;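 note: PERK kinase domain activated by AP20187 dimerizer at 100 nM; 0% = DMSO with dimerizer and 100% = rapamycin at 8.4 µM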
Cl transport mod: KCC2 cotransporter modulators, thallium flux, primary screen, cell-based, HEK293 KCC2, FluoZin-2 fluorescence, MLSMR; KCC2 cells, thallium flux FluoZin-2 fluorescence; 2.2% of 190,000 active; B-score of Tl+ flux slope (higher = more flux/activation; lower = inhibition) at 10 µM;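 active = thallium flux slope and its plate-corrected score both differing from the plate sample mean at a set confidence after two filtering rounds, in either direction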;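 note: slope of fluorescence scaled to starting intensity during 10 to 20 s after thallium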
An asterisk follows results filed as active; x = not tested or not shown; [ ] = another dose, or the depositor's remark. This is a subset; rates above refer to the full screens.

SMILES	FXIa inh	Calpain2 inh	hK5 inh	Furin inh	Rad51 HR inh	FXIIa inh 1536	thrombin 1536	PERK inh	Cl transport mod
CCOc1ccc(NC(=O)CCN2CCN(S(=O)(=O)c3ccc(Cl)cc3)CC2)cc1	-3	-1	55*	-25[20 µM]	2	21	28	-1.0	x
Cc1ccc(S(=O)(=O)N2CCN(C(=O)COC(=O)c3c(C)noc3C)CC2)c(C)c1	2	-13	2	-33	x	8	4	0.3	0.18
CCOC(=O)CCP(=O)(O)C(O)c1ccccc1 (centres undefined)	-8	-4	0	-11[20 µM]	-8	-3	-8	1.0	-1.2
Cc1nnc2ccc(-c3cccc(NS(C)(=O)=O)c3)nn12	-1	1	-4	-23	x	1	-5	0.9	1.3
CC(=O)Nc1c([N+](=O)[O-])cc2[nH]c(=O)[nH]c2c1[N+](=O)[O-]	3	-1	5	-8	8	10	-7	0.5	0.74
O=C(Nc1ccccc1-c1ccccc1)c1cnccn1	-1	4	-6	-27	-5	19	3	0.3	0.17
N#CC(C#N)=C1c2cc(S(=O)(=O)NCCO)ccc2-c2ccc(S(=O)(=O)NCCO)cc21	-1	26	0	-16	9	1	-3	1.2	1.1
O=C(Cn1cc([N+](=O)[O-])cn1)Nc1cccnc1	-4	17	-6	-21	19	7	1	1.9	-0.0032
COc1ccc(/C=N/NC(=O)c2ccccc2O)cc1COc1ccccn1	-1	-6	1	-13	12	6	-3	0.6	-0.3
COc1ccc(C(C(=O)NC2CCCCC2)N(C(=O)CCl)c2ccc(Cl)cc2)cc1 (centres undefined)	1	-14	-23	-13	1	7	-6	-0.2	0.13
Cc1cc(C(=O)Nc2nnc(C3CCCCC3)s2)no1	-5	2	-8	-13[20 µM]	0	6	-3	-1.5	x
Cc1cc(NC(=O)CSc2ccc3ccccc3c2)no1	2	-244	-9	-12[20 µM]	7	10	-5	-0.1	-0.12
O=C(O)c1cn(Cc2ccccc2)nc1-c1cccnc1	-7	-36	-4	-25	-11	5	9	0.4	-1.6
CCOC(=O)c1cccc(NC(=O)CSc2nc3ccccc3c(=O)n2CC)c1	-4	0	-2	-16[20 µM]	3	12	0	0.5	x
CC(C)(C)NC(=O)C(c1ccncc1)N(Cc1cccs1)C(=O)Cn1nnc(-c2ccc(F)cc2)n1 (centres undefined)	7	-56	-9	-10[20 µM]	4	16	2	-1.1	0.012
CCc1nnc(NC(=O)CSc2nnc(-c3cccnc3)n2CC)s1	16	6	-10	-10[20 µM]	-1	6	-3	0.5	-0.43
CCN(CC)C(=S)Nc1c(C)n(C)n(-c2ccccc2)c1=O	2	23	6	-16	x	7	-4	0.0	x
CCOc1ccccc1-c1nc(-c2ccc(NC(=O)Cc3ccc(OC)cc3)cc2)no1	0	-214	-9	-29	-6	13	2	-1.3	0.56
Cc1ccc(C(=O)NC(=S)Nc2ccc(NC(=O)c3cccc(Cl)c3)cc2)cc1	7	9	-1	-19	12	6	-3	1.0	-0.42
COc1ccc(CC(NC(C)=O)C(=O)NC2CCN(C(=O)c3ccc(OC)c(OC)c3)CC2)cc1OC (centres undefined)	0	-31	4	-30	5	7	-6	0.5	-0.65
CCNC(=S)Nc1ccc(NC(=O)c2ccccc2O)cc1	-1	-29	-9	-4	0	4	-9	0.6	-0.14
S=C(NCCSCc1c(Cl)cccc1Cl)Nc1ccccc1	-1	29	-19	-5	-2	7	3	1.2	-0.97
Cc1[nH]c(=S)c(C#N)c(-c2ccccc2)c1C(=O)Nc1ccccc1	-1	-23	-2	-21	x	7	-6	0.3	0.062
Cc1ccc(NC(=O)CCN2C(=O)CSC2=O)c(C)c1	10	-12	-2	-21[20 µM]	0	18	-1	0.9	-0.61
COc1ccc(NC(=S)NC23CN4CN(CN(C4)C2)C3)c(OC)c1	-2	18	1	-20	-6	5	10	-0.3	-0.89

Already shown: 3 of the compounds above.
SMILES	FXIa inh	Calpain2 inh	hK5 inh	Furin inh	Rad51 HR inh	FXIIa inh 1536	thrombin 1536	PERK inh	Cl transport mod
CCOc1ccc(NC(=O)CCN2CCN(S(=O)(=O)c3ccc(Cl)cc3)CC2)cc1	-3	-1	55*	-25[20 µM]	2	21	28	-1.0	x
Cc1ccc(S(=O)(=O)N2CCN(C(=O)COC(=O)c3c(C)noc3C)CC2)c(C)c1	2	-13	2	-33	x	8	4	0.3	0.18
CCOC(=O)CCP(=O)(O)C(O)c1ccccc1 (centres undefined)	-8	-4	0	-11[20 µM]	-8	-3	-8	1.0	-1.2

(more compounds)
SMILES	FXIa inh	Calpain2 inh	hK5 inh	Furin inh	Rad51 HR inh	FXIIa inh 1536	thrombin 1536	PERK inh	Cl transport mod
Cc1cccc(-[n+]2c(-c3cccc(Br)c3)[nH]c3nc4ccccc4nc32)c1	6	-44	5	-15	20	13	6	-0.8	-1.1
Cc1ccc(-c2nc(CN3CCCCC3CCN3CCCC3=O)c(C)o2)o1 (centres undefined)	-4	-27	0	-17	-1	6	-14	-0.2	-0.43
CCC(Sc1nc2n[nH]c(C)c2c(=N)n1-c1cccc(Cl)c1)C(=O)NCCOC (centres undefined)	3	-6	-10	-16	-1	19	2	-0.3	x
O=C(NCC1CCCO1)c1cccnc1Nc1ccccc1F (centres undefined)	-4	-9	-3	7	-3	-9	-4	-0.9	-0.72
Cc1c(/C=C(\C#N)c2nn(-c3ccccc3)c(N)c2C#N)c2ccccc2n1Cc1ccc(F)cc1	9	-182	-3	-9[20 µM]	x	14	4	-0.4	0.37
COc1cccc(NC(=S)NCc2cccs2)c1	11	29	-9	-21	5	14	-2	1.8	0.0099
N#Cc1cc2c(nc1SCc1ccc(Cl)nc1)CCCCC2	-6	26	-2	-15	-4	8	-6	0.1	1.9
O=[N+]([O-])c1ccc(N2CCN(CC(O)COc3ccccc3)CC2)cc1 (centres undefined)	-2	10	2	-27	-38	6	7	1.0	-1
COc1ccc(C2C(C#N)=C(N)Oc3n[nH]c(-c4ccccn4)c32)c(OC)c1OC (centres undefined)	-11	24	-45	-1	x	8	2	0.0	-0.56
CCOc1ccc(C(=O)NCC(C)C)cc1	4	-34	-1	-13[20 µM]	0	3	0	-0.3	0.86
O=c1[nH]c(CN2CCN(c3ccc([N+](=O)[O-])cc3)CC2)nc2ccsc12	-25	-9	5	-19[20 µM]	x	4	-4	-0.6	0.39
O=C(Nc1ccc(Cl)cc1)N1CCCN(Cc2ccc(F)cc2)C1	6	5	-1	-5[20 µM]	4	9	-1	-3.0	3
CCOC(=O)N1CCC(NC(=O)C2=CCN(S(=O)(=O)c3ccc(OC)cc3)CC2)CC1	-3	-29	-2	-21	13	6	-2	-1.5	0.16
Cc1cccc(NC(=S)NC2CCCCCC2)c1C	5	12	-12	-22	7	14	-5	0.3	0.65
CC(=O)O/N=C(\N)c1ccc(-c2csnn2)cc1	-2	4	-4	-12	-1	6	4	0.8	0.52
Cc1sc2nc(-c3cccnc3)nc(Cl)c2c1-c1ccccc1	0	0	-16	-5	-2	9	-11	-0.1	-0.59
COc1ccc(C(=O)Cc2cnn(-c3ccccc3)c2)c(O)c1	-1	-55	-7	-16[20 µM]	9	9	-4	0.3	-0.15
CSC(=Nc1ccc(Cl)cc1)N[n+]1ccccc1	9	14	-14	-3	x	8	-5	0.5	2.1
COc1ccc(C(=O)Nc2ccc(-c3nnn(CC(=O)N4CCN(C(=O)c5ccco5)CC4)n3)cc2)cc1	-2	-92	-6	-1	24	5	-3	1.1	-0.75
O=C(CN1C(=O)c2ccccc2C1=O)N1CCN(c2ccccn2)CC1	-9	23	-2	-13[20 µM]	0	-5	-4	0.5	0.15
Cc1cccc(C)c1NC(=O)c1ccc(CN2CCc3ccccc3C2)cc1	-1	28	-5	-25[20 µM]	x	15	4	0.1	x
Cc1ccc2c(Cl)cc(Cl)c(OCC(=O)Nc3cccc(S(=O)(=O)N(C)C)c3)c2n1	-2	-5	-15	-5	-2	0	-9	1.2	7.9*
O=C(Nc1ccccc1Cl)c1ccccc1Oc1ccc(C(F)(F)F)cc1[N+](=O)[O-]	-1	-21	2	-12	-9	-6	-5	-0.5	-0.87
NS(=O)(=O)c1ccc(CCNC(=O)COC(=O)/C=C/c2ccccc2Cl)cc1	3	-6	-16	-19	12	5	6	1.3	1.1
O=C(O)C(CO)N=Cc1c(O)c2ccccc2oc1=O (centres undefined)	1	-3	-4	-22	-8	2	-8	1.0	1.2
(list continues)
SMILES	FXIa inh	Calpain2 inh	hK5 inh	Furin inh	Rad51 HR inh	FXIIa inh 1536	thrombin 1536	PERK inh	Cl transport mod
OCCCc1nc2n(n1)C(c1ccccc1)C=C(c1ccc(F)cc1)N2 (centres undefined)	1	-228	-35	-13[20 µM]	-3	-3	1	0.1	x
CN1CCN(c2nc3c(c(=O)n(C)c(=O)n3C)n2CC(=O)C23CC4CC(CC(C4)C2)C3)CC1	-7	-24	-4	-24	1	10	-1	-0.7	-0.61
N=c1c2c(ncn1CCCO)Oc1c(ccc3ccccc13)C2c1ccccc1 (centres undefined)	6	27	14	-2	7	10	5	-2.3	-0.088
Cc1cc(C)cc(NC(=S)/C(=C(\[O-])c2ccc(Cl)s2)[n+]2cccc(C)c2)c1	-3	-26	0	-9	-13	7	-6	-0.9	0.28
O=C(CNCC1CCCO1)Nc1ccc([N+](=O)[O-])cc1C(=O)Nc1ccccc1F (centres undefined)	-3	5	0	-22	1	5	-3	1.4	-0.33
CSc1ccc(CN2CCN(C(C)C)C(CCO)C2)cc1 (centres undefined)	-6	-8	-8	-14	x	4	-4	-0.3	-0.29
CCCc1cc(-c2n[nH]c(C)c2-c2ccc(C(=O)OCC)o2)c(O)cc1O	-5	26	-14	8[20 µM]	-1	8	0	-0.9	-0.19
COc1ccc(CCn2c(=N)c(C(=O)N3CCN(C)CC3)cc3c(=O)n4ccccc4nc32)cc1	-4	-83	-2	-24	3	11	-2	-0.5	-0.29
CCC(C)NC(=O)C1CCCN(c2nc(C)cc(OC)n2)C1 (centres undefined)	2	-19	-8	-7[20 µM]	5	9	-3	0.6	-0.41
O=C1CC(N2CCc3ccccc32)C(=O)N1c1ccccc1 (centres undefined)	-1	-15	-1	-26	x	5	-7	0.7	2.1
O=C(NCC(O)COc1ccc([N+](=O)[O-])cc1)Nc1ccccc1 (centres undefined)	5	21	3	-7	23	12	6	0.5	-2.2
CCCN(CCC)S(=O)(=O)c1ccc(C(=O)NCc2n[nH]c(=S)n2-c2ccc(Cl)c(Cl)c2)cc1	-3	-91	-3	-11	-2	3	0	0.1	-1.8
CN(C)N=Nc1ccc2nc[nH]c2c1	-3	-307	-1	-9	x	0	-10	1.0	-0.47
COC(=O)C1=CN(C(C)C)C=C(C(=O)OC)C1c1cc2c(cc1Br)OCO2	-2	-321	-4	-10[20 µM]	-3	11	-2	0.2	x
Cc1ccccc1OCCCn1c(CO)nc2ccccc21	3	26	-2	-24	0	9	-4	-0.3	-0.59
Cc1ccc(SCC(=O)Nc2ccc(N3CCN(C)CC3)c(F)c2)cc1	4	-9	-9	-4[20 µM]	x	10	3	0.1	0.2
